# LEDGF integ inh: blockers of LEDGF/p75-dependent integrase strand transfer – biochemical, TR-FRET, high throughput, primary screen | HIV-1 integrase (with human LEDGF/p75) | TR-FRET IN-LEDGF/p75 DNA integration, Eu/Cy5 | inhibition, % at 3.7 µM | 370,000 compounds, 0.64% hits | AID 743269, 2014;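 active = inhibition above the screen-wide mean plus 3 SD, cut at about 13% in these data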;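 note: signal is the Cy5 over europium emission ratio at 671 and 618 nm; 0% = plate median of compound wells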
# ADAM10 inh: human ADAM10 inhibitors, primary screen, biochemical, QFRET, HTS. Disintegrin and metalloproteinase domain-containing protein 10 (Homo sapiens), O14672. recombinant ADAM10, EDANS/DABCYL FRET peptide cleavage, 3 h. inhibition, % at 7 µM. 370,000 compounds, 0.62% hits. AID 720582, 2013;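 active = inhibition above a per-campaign cutoff equal to the mean of compounds falling between control-based bounds plus 3 SD, cut at about 20% in these data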;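 note: 0% = DMSO wells while the 100% control is not disclosed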
# Target sequence (O14672 214-748 limits assumed): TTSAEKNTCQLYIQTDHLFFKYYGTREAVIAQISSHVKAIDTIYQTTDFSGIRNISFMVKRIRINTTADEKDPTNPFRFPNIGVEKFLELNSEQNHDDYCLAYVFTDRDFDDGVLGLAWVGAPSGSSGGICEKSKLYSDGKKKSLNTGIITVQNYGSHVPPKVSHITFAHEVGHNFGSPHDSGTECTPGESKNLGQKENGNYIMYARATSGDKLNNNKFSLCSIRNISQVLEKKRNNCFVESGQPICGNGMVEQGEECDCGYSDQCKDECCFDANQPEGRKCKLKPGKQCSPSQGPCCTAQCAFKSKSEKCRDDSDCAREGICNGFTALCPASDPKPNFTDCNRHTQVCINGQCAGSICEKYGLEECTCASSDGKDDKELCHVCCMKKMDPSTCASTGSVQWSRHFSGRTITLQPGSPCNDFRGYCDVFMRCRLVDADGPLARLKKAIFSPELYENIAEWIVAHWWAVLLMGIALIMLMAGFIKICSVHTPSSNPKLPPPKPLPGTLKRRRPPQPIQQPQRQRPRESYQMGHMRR
# Tn7 DDE FP: inhibitors of Tn7 peptide binding to fibrin DD(E), primary screen, biochemical, fluorescence polarization, human fibrin, Tn7 probe; Fibrinogen beta chain (Homo sapiens), P02675; FP displacement of FITC-Tn7 peptide from fibrin DD(E); 0% = median of compound wells per plate; inhibition, % at 8.3 µM; 370,000 compounds, 0.13% hits; AID 720508, 2013;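 active = inhibition above the mean of compounds falling within the control limits plus 3 SD of them, cut at about 14% in these data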;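 note: 0% = plate median of compound wells and 100% = 10 µM Aha-Tn7 peptide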
#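 Assay system: Human clot-derived fibrin DD(E) complex | Buffer or medium: Tris/NaCl/CaCl2 buffer, pH 7.8 | Repeats: One replicate per compound | Benchmarks: Aha-Tn7 high control | Measure: % inhibition scaled between sample-field median and high-control FP | Schedule: 10 min plus 3 h, room temperature | Signal: Fluorescence polarization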
# DDE Tn6 FP inh: inhibitors of Tn6 peptide binding to fibrin DD(E), primary screen, biochemical, fluorescence polarization, human fibrin, Tn6 probe; Fibrinogen beta chain (Homo sapiens), P02675; Fibrin DD(E) TRITC-Tn6 fluorescence polarization displacement; inhibition, % at 8.3 µM; 370,000 compounds, 0.21% hits;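 active = inhibition above a per-campaign cutoff: mean of compounds within control limits plus 3 SD, cut at about 15% in these data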;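 note: 0% = median of all compound wells on the plate and 100% = blocking peptide control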
# TDP2 absorb: human TDP2 enzyme inhibitors, primary screen, biochemical, epi absorbance, recombinant enzyme | Tyrosyl-DNA phosphodiesterase 2 (Homo sapiens), O95551 | T5PNP hydrolysis, p-nitrophenol absorbance 415 nm | inhibition, % at 12.8 µM | 370,000 compounds, 0.34% hits | AID 720702, 2013;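 active = inhibition above the mean of all tested compounds plus 3 SD, set per campaign, cut at about 25% in these data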;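 note: 0% = DMSO with enzyme and 100% = buffer with substrate but no TDP2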
#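 test system = human TDP2 enzyme | input = TDP2 enzyme at 120 nM final | medium = 50 mM Tris-HCl pH 7.5 with Mg2+, KCl, DTT, BSA | also added = T5PNP substrate, 5 mM | times = 2 h at 37 °C | technique = epi absorbance | benchmarks = high control without enzyme, low control DMSO plus TDP2 | replication = each compound tested once, singlicate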
# ASAP1 GAP inh: inhibitors of human ASAP1 ArfGAP activity, primary screen, biochemical, fluorescence polarization. inhibition, % at 16.5 µM. ASAP1-stimulated ARF1 GTP hydrolysis, GDP FP detection. 360,000 compounds, 0.19% hits. AID 624377, 2012; in the data active = inhibition above about 25%;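 note: 0% = vehicle with enzyme and substrate and 100% = no enzyme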
# Target sequence (Q9ULH1 325-724 limits assumed): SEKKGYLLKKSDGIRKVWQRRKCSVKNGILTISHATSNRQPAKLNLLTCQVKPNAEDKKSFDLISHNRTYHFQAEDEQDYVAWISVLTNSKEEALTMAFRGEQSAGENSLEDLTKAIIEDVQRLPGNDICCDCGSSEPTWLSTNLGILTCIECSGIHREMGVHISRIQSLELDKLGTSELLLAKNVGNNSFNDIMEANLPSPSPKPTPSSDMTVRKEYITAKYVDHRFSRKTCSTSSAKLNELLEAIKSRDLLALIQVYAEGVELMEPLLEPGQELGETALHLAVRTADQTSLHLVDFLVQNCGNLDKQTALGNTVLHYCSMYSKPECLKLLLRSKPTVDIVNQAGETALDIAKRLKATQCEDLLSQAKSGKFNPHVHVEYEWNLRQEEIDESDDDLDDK
# ADAM17 inh: ADAM17 inhibitors, primary screen, biochemical, QFRET; recombinant ADAM17, EDANS/DABCYL FRET peptide cleavage; inhibition, % at 6.95 µM; 370,000 compounds, 0.83% hits;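 active = inhibition above the mean of compounds lying between control limits plus 3 SD, set per campaign, cut at about 8.5% in these data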;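 note: 0% = DMSO-only wells as the low control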
# PLC-gamma1 inh: PLC-gamma1 enzyme inhibitors, primary screen, biochemical, fluorescence, purified enzyme | 1-phosphatidylinositol 4,5-bisphosphate phosphodiesterase gamma-1 (Homo sapiens), P19174 | 370,000 compounds, 0.84% hits | inhibition, % at 12.2 µM | fluorogenic substrate; in the data active = inhibition above about 9.5%
# KLK7 zymogen act: proKLK7 zymogen activators, primary screen, biochemical, fluorescence intensity. purified proKLK7, EDANS-DABCYL substrate fluorescence; 100% is mature enzyme control, 0% vehicle. activation, % at 7 µM. 370,000 compounds, 0.9% hits. AID 652039, 2013;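 active = activation above the mean of all tested compounds plus 3 SD, computed per campaign excluding outliers beyond control limits, cut at about 13% in these data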
# ARFGAP1 inhibitor: inhibitors of rat ARFGAP1 GAP activity, primary screen, biochemical, fluorescence polarization, GDP tracer; ADP-ribosylation factor GTPase-activating protein 1 (Rattus norvegicus), Q62848; Arfgap1-stimulated ARF1 GTP hydrolysis, GDP FP detection; inhibition, % at 16.5 µM; 360,000 compounds, 0.26% hits;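 active = inhibition above a per-plate limit, mean inhibition of low control wells plus 3 SD, cut at about 25% in these data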;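 note: 0% = DMSO wells with enzyme and 100% = wells lacking Arfgap1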
# Target sequence (Q62848 1-136 limits assumed): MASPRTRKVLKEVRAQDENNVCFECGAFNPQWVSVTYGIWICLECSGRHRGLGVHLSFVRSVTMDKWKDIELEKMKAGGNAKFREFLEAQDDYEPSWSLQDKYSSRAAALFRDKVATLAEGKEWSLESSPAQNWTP
#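 Assay system: purified rat His6-Arfgap1 residues 1-136 (GAP domain); Reagent: human Δ17 ARF1 bound to GTP; Dosing: 16.5 µM single point, 1.26% DMSO; Times: GTP hydrolysis reaction 2 h at 25 °C; Signal: FP, GDP Alexa 633 tracer displaced from anti-GDP antibody, 620/688 nm; Measure: % inhibition from polarization.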
# Starred values were filed as active, the others as inactive; / = not tested or not shown. This is a random part of the collection. About 4.2% of those tested had a hit in this group.
# Every second line gives: KLK7 zymogen act, ARFGAP1 inhibitor, DDE Tn6 FP inh, TDP2 absorb, ADAM10 inh, ADAM17 inh, LEDGF integ inh, PLC-gamma1 inh, Tn7 DDE FP, ASAP1 GAP inh
N#Cc1ccc2nc(-c3ccc(CN4CCC(n5cc(-c6ccccc6)[nH]c5=O)CC4)cc3)c(-c3ccccc3)nc2c1
→ -2.8, -0.1, -0.1, -3.4, -59.1, -11.4, 0.9, -26.4, 2.2, 8.9
O=C(NNS(=O)(=O)c1ccc([N+](=O)[O-])cc1)c1cnn(-c2ccccc2)c1-n1cccc1
→ 0.0, -3.0, -6.1, 1.4, -9.2, -4.1, 0.5, -1.9, -2.4, -4.0
COc1ccc2nc(N(CCN(C)C)C(=O)/C=C/c3cccs3)sc2c1
→ -2.5, 3.4, -5.5, 5.4, 6.3, -0.3, 5.5, -0.9, -6.3, -2.1
Cc1ccc(SC(C)C(=O)Nc2ccccc2-c2ccccc2)cc1 (stereo unspecified)
→ 0.5, -11.6, -9.3, 4.6, -2.9, 0.8, 0.5, 2.0, -2.1, 0.6
O=C(COC(=O)c1ccc(Cl)nc1)Nc1nnc(-c2ccccc2)o1
→ -0.2, -7.2, -0.3, 0.7, -2.5, -2.3, 0.4, -4.8, -0.8, -3.4
CC(C)(C)C(=O)Nc1nc(-c2ccccc2)ns1
→ 0.1, 7.2, -0.4, -4.4, -0.2, 4.4, -1.6, -1.2, 0.5, 9.8
COc1cccc2cc(C(=O)OCC(=O)NCc3ccc4c(c3)OCO4)c(=O)oc12
→ -0.3, -1.3, 0.3, -2.8, -0.5, -1.0, 4.5, -2.8, -6.0, 3.7
COc1ccc(C(=O)NCc2nc3ccccc3[nH]2)cc1OC
→ -0.6, 1.4, 0.4, 2.4, -5.7, -3.2, -1.4, -1.7, -4.9, -2.5
COc1cc(OC)c2c(=O)cc(-c3cccnc3)oc2c1
→ 0.7, -9.6, 9.7, 3.0, -44.6, -13.7, -2.8, -139.9, 8.0, 3.1
Cc1cc(-c2ccc(S(=O)(=O)N(C)Cc3ccccc3)cc2)on1
→ -0.2, -11.5, 5.7, -4.1, -6.1, 1.3, -8.9, 1.8, 2.6, -8.8
COc1ccc2occ(C(=O)c3cccs3)c2c1
→ -0.2, -5.0, 4.8, -4.9, 3.8, -1.7, -0.8, -4.3, 10.5, -1.9
O=C1CS/C(=N/N=C/c2ccccc2OS(=O)(=O)c2ccccc2)N1
→ -0.8, -0.8, 2.6, 6.1, 6.2, 1.3, 4.6, -3.9, 0.9, -0.1
O=C(NCC(=O)N1CCN(S(=O)(=O)c2ccc3c(c2)OCCO3)CC1)c1ccccc1Cl
→ -0.3, -16.1, 0.3, -1.3, -4.8, -3.7, -4.8, -0.1, 0.6, -12.8
COC(=O)c1ccc(NC(=O)COc2ccc(S(=O)(=O)N3CCCCC3)cc2)cc1
→ 0.3, 4.1, -0.7, 6.9, 1.4, -1.2, -1.4, 0.9, 10.9, 3.0
Cc1ccc(-n2c(-c3ccc(Cl)cc3)n[nH]c2=S)c(C)c1
→ -0.2, 8.1, -3.7, -20.2, 13.8, 3.6, 4.8, -16.5, -3.8, 2.1
C[C@H]1C(c2ccccc2F)O[C@]2(C[C@H](O)c3c(ccc4ccccc34)O2)C[C@@H]1O (stereo partly specified)
→ 1.0, /, 9.6, 1.3, -3.8, -2.6, 2.2, -10.9, 6.1, /
CC(=O)Nc1ccc(NC2=C(Cl)C(=O)c3ccccc3C2=O)cc1
→ 0.6, 1.2, 9.8, 13.2, 2.5, 0.9, 3.3, -3.3, -6.7, 7.3
COc1cc(Cl)c(C)cc1NC(=O)CN(C)Cc1cccc(OC)c1OC
→ -0.2, -2.2, -4.0, -1.5, 8.2, 2.9, 7.9, 10.2*, -1.0, 3.0
O=C(CS(=O)(=O)c1ccccc1)Nc1ccccn1
→ 0.1, 3.8, -2.6, -15.9, -17.1, -3.9, -9.2, 9.1, -4.2, 13.6
O=C(C1CC(=O)N(c2ccc3c(c2)OCCO3)C1)N1CCN(S(=O)(=O)c2ccc(F)cc2)CC1 (stereo unspecified)
→ 0.0, -4.4, 7.7, 5.4, -2.5, 0.6, 2.5, 1.5, -2.1, -0.5
CC(=O)C1=C(O)C(=O)N(CCC(=O)O)C1c1ccc(Cl)cc1Cl (stereo unspecified)
→ 1.0, 18.6, -0.9, 6.7, -5.8, -6.5, 0.5, -3.0, -0.8, 8.6
COc1ccc(OCCCC(=O)Nc2cc(Cl)ccc2-n2cncn2)cc1
→ 0.5, 5.3, -0.7, 4.3, -2.9, -1.4, -0.3, -5.2, -5.2, 10.1
COc1ccc(-c2ccc3oc(-c4ccsc4)cc(=O)c3c2)cc1F
→ -0.8, 3.5, -2.6, 1.6, -6.0, -6.6, -1.1, -9.5, 1.1, -2.9
Oc1ccc2c(c1)c1ccccc1c1ncccc21
→ -0.5, 13.4, -3.6, -2.8, 3.6, 3.7, 0.5, -45.7, 4.6, 10.2
O=C(NCc1ccccc1Cl)C1CC(=O)N(Cc2ccccc2)C1 (stereo unspecified)
→ 0.1, 1.6, 1.5, -8.1, 8.1, -4.7, 1.6, 3.1, -0.2, 9.4
CCc1c(O)nc2sc3ccccc3n2c1=O
→ -0.1, 7.0, 0.0, 4.5, -4.3, -4.6, -2.5, 0.0, -0.6, -2.2
CN(C1=NS(=O)(=O)N=C(N(C)c2ccccc2)O1)c1ccccc1
→ 0.2, 5.4, -7.3, -12.9, -22.4, -10.4, -0.4, -2.4, 7.2, -12.6
C=C(Cl)COc1ccc2c(CCCC)cc(=O)oc2c1
→ -3.2, 4.6, -6.1, -0.3, -44.2, -14.8, 1.8, -8.6, 2.0, 2.6
C/C(=N\NC(=O)c1cccs1)c1ccc(C(=O)O)s1
→ 0.1, -4.0, 4.3, -3.2, -5.0, -3.0, -2.4, -1.9, 4.1, -2.7
CCN(CC)C(=O)c1cccc(NC(=O)c2ccccc2OCc2c(C)noc2C)c1
→ -0.1, 14.0, -3.1, -0.9, -8.2, -4.8, 1.1, -4.1, 1.8, -0.1
CC(C)C1C(=O)N(Cc2cn(Cc3ccco3)nn2)CCS(=O)(=O)N1Cc1ccc(-c2ccc(F)nc2)cc1 (stereo unspecified)
→ 0.7, 0.2, -7.6, -8.1, -8.6, -5.5, -2.1, -3.7, -4.1, 15.6
CCOc1ccc(NC(=O)CSc2nnc(COc3c(C)cccc3C)o2)cc1
→ -1.2, 5.5, -7.8, -2.3, -2.5, -3.2, 2.9, 3.8, 4.3, 8.8
C[C@]12Cc3ccccc3C1CC1=N[C@@H](c3ccccn3)O[C@@]13C[C@@H]2C(=O)N3C1CCN(Cc2ccccc2)CC1 (stereo partly specified)
→ -0.1, 4.7, 7.1, 5.6, -12.4, -2.0, -1.2, -7.9, -4.4, -1.6
COc1ccc(C(=O)CSc2nnc(CNC(=O)c3ccco3)n2C)cc1
→ 0.1, 0.4, 2.1, 0.3, 2.0, -2.6, -3.5, 2.2, -0.1, 7.4
COC(=O)CNC(c1ccccc1Cl)c1cc(Br)ccc1NC(=O)CCN1CCOCC1 (stereo unspecified)
→ 0.1, -2.7, -3.3, 3.4, -2.1, -3.2, 1.7, -1.9, 1.9, 0.6
O=C(/C=C/NCc1ccc(F)cc1)c1ccccc1
→ -0.1, 3.3, 4.1, -0.6, -4.0, 1.2, -1.1, -1.6, 4.8, 3.7
O=C(Cc1ccc(-n2c(=S)[nH]c3ccccc3c2=O)cc1)N1CCC(N2CCCCC2)CC1
→ -0.6, -3.7, 3.3, 11.0, 1.1, -3.9, 0.6, -0.4, 0.9, 12.6
COc1ccc(NC(=O)CCNS(=O)(=O)c2ccc3c(c2)c(=O)n(C)c(=O)n3C)c(OC)c1
→ 0.4, -6.5, 0.7, -1.8, -2.4, -3.3, 2.9, 6.2, 3.4, 1.4
C/C(=N\NC(=O)c1nnn(-c2nonc2N)c1CN(C)C)c1ccco1
→ 0.2, 6.8, -5.0, -5.5, 0.2, -5.6, -0.1, 0.2, -1.9, 8.0
Cc1ccc(CNC(=O)CSc2nnnn2C)cc1
→ -0.1, -1.1, -3.8, -5.4, 8.7, 5.2, 3.3, 2.8, -15.3, 2.6
Cc1cccc(NC(=S)N2CCCC(c3nc4ccccc4[nH]3)C2)c1 (stereo unspecified)
→ -0.5, -3.9, -6.2, 5.4, -0.3, -3.0, 3.3, 0.0, 6.6, -6.8
O=S1(=O)CC(N2CCN(c3ncccn3)CC2)CN1Cc1ccc(F)cc1 (stereo unspecified)
→ -0.1, 4.2, 2.2, 4.6, -1.1, -3.5, 2.3, -0.4, -15.8, 0.0
Cc1oc2c(O)c(O)ccc2c(=O)c1-c1ccccc1
→ 1.1, -1.2, 2.7, -1.2, -5.7, -0.8, -10.8, 0.5, 0.1, -20.8
C[C@@H]([C@H](O)c1ccccc1)N(C)C(=S)Nc1ccccc1
→ 0.1, -10.1, -2.1, 3.4, -10.9, -2.1, 0.8, -1.8, -0.6, -13.4
COc1ccc2c(c1)[n+](=O)c(C(C)=O)c(C)n2[O-]
→ -0.5, 15.4, 3.3, 3.0, -61.6, -18.2, -0.2, -61.9, -9.7, -6.6
CC(C#N)Sc1ncnc2sc3c(c12)CCC3 (stereo unspecified)
→ 0.4, -12.1, -6.5, -4.9, 0.4, -6.0, -0.1, 0.4, -10.4, 3.7
CC1Cc2ccccc2N1C(=O)CSc1ncc(-c2ccc(F)cc2)n1C (stereo unspecified)
→ 0.3, -0.8, -0.9, -4.3, 10.3, 1.5, -2.6, 3.6, -2.6, -8.4
C=CCOC(=O)c1ccccc1C(=O)OCC1CO1 (stereo unspecified)
→ 0.4, 2.4, -7.4, 4.5, -19.8, -4.1, 0.0, 1.0, 1.5, 5.8
